# Compound activity deposited in PubChem BioAssay by Broad Institute.
# STK33 kin inh: human STK33 kinase inhibition | ADP-Glo luminescence, MBP substrate | inhibition, % at 12.5 µM | hit rate 0.44% among 27,000 | AID 2322; in the data active means inhibition above about 20%; inconclusive means no clear call, values can overlap the other calls
# Target sequence (Q9BYT3 whole entry, looked up): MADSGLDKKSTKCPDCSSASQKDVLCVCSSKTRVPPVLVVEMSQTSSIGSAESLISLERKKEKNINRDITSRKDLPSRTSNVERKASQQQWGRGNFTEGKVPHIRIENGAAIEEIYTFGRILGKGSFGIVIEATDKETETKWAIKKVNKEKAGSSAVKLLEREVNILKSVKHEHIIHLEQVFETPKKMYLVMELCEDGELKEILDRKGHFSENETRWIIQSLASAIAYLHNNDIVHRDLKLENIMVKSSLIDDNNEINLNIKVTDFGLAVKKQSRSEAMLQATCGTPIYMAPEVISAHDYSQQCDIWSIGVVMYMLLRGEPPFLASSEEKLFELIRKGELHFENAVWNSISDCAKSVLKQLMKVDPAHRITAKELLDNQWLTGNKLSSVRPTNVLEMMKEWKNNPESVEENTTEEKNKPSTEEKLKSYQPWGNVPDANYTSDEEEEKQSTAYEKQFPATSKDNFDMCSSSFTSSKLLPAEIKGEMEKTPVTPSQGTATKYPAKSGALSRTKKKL
# mut p53 react: re-activators of the mutant p53 pathway; activation, % at 9.98 µM; hit rate 1.5% among 28,000; SW480 PUMA-promoter luciferase, p53 mutant reactivation; in the data active means activation above about 52%; inconclusive means no clear call, values can overlap the other calls
# An asterisk follows results filed as active; ? = inconclusive; nt = not tested or not shown; & = joins results of further samples. A portion of the library. The share of hits here may be higher or lower than overall.
# Results follow in this order: STK33 kin inh	mut p53 react
COc1ccc(NC(=O)Nc2ccc3c(c2)CC(=O)N([C@H](C)CO)C[C@@H](C)[C@@H](CN(C)Cc2ccc4c(c2)OCO4)O3)cc1
→ -1	nt
C[C@@H]1CCCCO[C@@H](CN(C)C)[C@H](C)CN([C@@H](C)CO)C(=O)c2cc(NC(=O)Nc3ccccc3)ccc2O1
→ nt	8
C[C@H](CO)N1C[C@H](C)[C@H](CN(C)Cc2ccc(C(F)(F)F)cc2)Oc2ccc(NS(=O)(=O)c3cccs3)cc2CC1=O
→ 2	2
CCC(C)c1ccccc1OCC(=O)Nc1ccccc1C#N (configuration not stated)
→ -2	-24
C[C@H]1CN([C@@H](C)CO)C(=O)c2cc(N(C)C)ccc2O[C@@H]1CN(C)Cc1ccc(C(=O)O)cc1
→ 0	nt
C[C@@H]1CN([C@@H](C)CO)C(=O)c2cccc(NC(=O)c3cnccn3)c2O[C@H]1CN(C)Cc1ccncc1
→ nt	10
CC(C)C#Cc1cnc2c(c1)C(=O)N([C@@H](C)CO)C[C@H](C)[C@@H](CN(C)Cc1ccc3c(c1)OCO3)O2
→ nt	3
CC[C@H]1CN2CCc3cc(OC)c(OC)cc3[C@@H]2C[C@@H]1C[C@H]1NCCc2cc(OC)c(OC)cc21
→ 3	nt
COc1ccccc1-c1c(C(F)(F)F)oc2cc(OCC(=O)OC(C)C)ccc2c1=O
→ 0	-3
CNC[C@@H]1Oc2ncc(Br)cc2C(=O)N([C@H](C)CO)C[C@@H]1C
→ -2	9&11
C[C@H]1CN([C@@H](C)CO)C(=O)Cc2cc(NC(=O)Cc3cn(C)c4ccccc34)ccc2O[C@@H]1CN(C)S(C)(=O)=O
→ 3	nt
COc1cc(NC(=S)NCCc2c[nH]c3ccccc23)c(OC)cc1Cl
→ 3	9
COCCNC(=O)C[C@H]1C[C@H]2c3cc(NC(=O)c4cccnc4)ccc3O[C@H]2[C@H](CO)O1
→ nt	3
CCn1c(SCC(=O)Nc2cccc(Br)c2)nnc1-c1ccncc1
→ 1	27
CCOC(=O)c1c(CN2CCOCC2)nc2c3ccccc3ccn12
→ 5	8
CC(=O)Nc1ccc(C(=O)CSc2nncn2C)cc1
→ 5	16
Cc1noc(C)c1NC(=O)Nc1cccc2c1O[C@H](CN(C)Cc1ccc3c(c1)OCO3)[C@H](C)CN([C@H](C)CO)C2=O
→ nt	-10
C[C@@H]1CCCCO[C@H](CN(C)S(=O)(=O)c2cccs2)[C@@H](C)CN([C@H](C)CO)C(=O)c2cc(NS(=O)(=O)c3ccccc3)ccc2O1
→ 5	nt
CC1(C)O[C@@H]2C[C@H]3[C@@H]4C[C@H](F)C5=CC(=O)CC[C@]5(C)[C@H]4[C@@H](O)C[C@]3(C)[C@]2(C(=O)CO)O1
→ 0	nt
C[C@@H]1CCCCO[C@H](CN(C)C(=O)NC2CCCCC2)[C@H](C)CN([C@@H](C)CO)C(=O)c2cc(NS(=O)(=O)c3cn(C)cn3)ccc2O1
→ nt	4
CCOc1ccccc1CN1CCN(Cc2cc(Br)ccc2O)CC1
→ 0	4
O=C(Nc1ccc(O)cc1)c1cc(S(=O)(=O)N2CCOCC2)c(Cl)cc1Cl
→ -4	3
CNC[C@H]1Oc2c(cccc2N(C)C)C(=O)N([C@@H](C)CO)C[C@H]1C
→ nt	0
Cc1noc(C)c1NC(=O)N(C)C[C@H]1OCCCC[C@@H](C)Oc2ccc(NC(=O)Nc3ccccc3)cc2C(=O)N([C@H](C)CO)C[C@@H]1C
→ 1	nt
C[C@@H]1CN([C@H](C)CO)C(=O)Cc2cc(NS(=O)(=O)c3ccc(Cl)cc3)ccc2O[C@@H]1CN(C)S(=O)(=O)c1cn(C)cn1
→ 2	nt
Cc1ccc2nc(-c3ccc(NC(=O)CSc4nnc(C)s4)cc3)sc2c1
→ 0	-63
C[C@@H]1CCCCO[C@@H](CN(C)C(=O)Nc2ccccc2)[C@H](C)CN([C@H](C)CO)C(=O)c2cc(NC(=O)Cc3ccccc3)ccc2O1
→ nt	-26
COC(=O)c1ccc([C@H]2C=C(C(=O)O)O[C@@H](OCCCCO)C2)cc1
→ -1	nt
C[C@H](CO)N1C[C@H](C)[C@H](CN(C)S(=O)(=O)c2cn(C)cn2)Oc2ccc(N(C)C)cc2C1=O
→ 2	9
Cc1cc(C)c(C#N)c(SCC(=O)Nc2sc3c(c2C#N)CCC3)n1
→ 3	41
C[C@@H]1CN([C@H](C)CO)C(=O)c2cccc(NC(=O)Nc3cccc4ccccc34)c2O[C@H]1CN(C)C(=O)Nc1cccc2ccccc12
→ nt	0
C[C@H]1CCCCO[C@H](CN(C)C)[C@@H](C)CN([C@@H](C)CO)C(=O)c2cc(NS(=O)(=O)c3cccs3)ccc2O1
→ nt	12
CCCNC(=O)C[C@H]1C[C@H]2c3cc(NC(=O)C4CCOCC4)ccc3O[C@H]2[C@H](CO)O1
→ nt	13
Cc1ccc(S(=O)(=O)C2CS(=O)(=O)c3ccccc32)cc1 (configuration not stated)
→ nt	-37
CCN1CCC[C@H]1CNC(=O)c1c(OC)ccc(Br)c1OC
→ 1&-2	nt
COC(=O)c1c(C)[nH]c(C)c1/C=C(\C#N)S(=O)(=O)c1ccc(Cl)cc1
→ nt	8
C[C@H](CO)N1C[C@H](C)[C@H](CN(C)S(=O)(=O)c2cn(C)cn2)Oc2ncc(C#CCN(C)C)cc2C1=O
→ -3	-1
COc1cccc(S(=O)(=O)N(C)C[C@@H]2OCc3cn(nn3)CCCC(=O)N([C@H](C)CO)C[C@@H]2C)c1
→ 2	nt
C=CC(C)(C)c1c2c(c(O)c3c(=O)c4ccc(O)c(O)c4oc13)C=CC(C)(C)O2
→ 5	nt
C[C@@H]1CCCCO[C@@H](CN(C)C(=O)CCC(F)(F)F)[C@@H](C)CN([C@H](C)CO)C(=O)c2cc(NC(=O)NC3CCCCC3)ccc2O1
→ 0	nt

# Quoted from the listing (six entries):
# Results follow in this order: STK33 kin inh	mut p53 react
C[C@H]1CCCCO[C@H](CN(C)C)[C@@H](C)CN([C@@H](C)CO)C(=O)c2cc(NS(=O)(=O)c3cccs3)ccc2O1
→ nt	12
CCCNC(=O)C[C@H]1C[C@H]2c3cc(NC(=O)C4CCOCC4)ccc3O[C@H]2[C@H](CO)O1
→ nt	13
Cc1ccc(S(=O)(=O)C2CS(=O)(=O)c3ccccc32)cc1 (configuration not stated)
→ nt	-37
CCN1CCC[C@H]1CNC(=O)c1c(OC)ccc(Br)c1OC
→ 1&-2	nt
COC(=O)c1c(C)[nH]c(C)c1/C=C(\C#N)S(=O)(=O)c1ccc(Cl)cc1
→ nt	8
C[C@H](CO)N1C[C@H](C)[C@H](CN(C)S(=O)(=O)c2cn(C)cn2)Oc2ncc(C#CCN(C)C)cc2C1=O
→ -3	-1

# Next entries.
# Results follow in this order: STK33 kin inh	mut p53 react
Cc1noc(C)c1S(=O)(=O)Nc1ccc2c(c1)C(=O)N([C@H](C)CO)C[C@H](C)[C@@H](CN(C)Cc1ccc(C(=O)O)cc1)OCCCC[C@@H](C)O2
→ 0	nt
CC(C)NC(=O)Nc1cccc2c1O[C@H](CN(C)CC1CC1)[C@@H](C)CN([C@@H](C)CO)C2=O
→ nt	8
C[C@@H]1CN([C@H](C)CO)C(=O)c2cc(NS(=O)(=O)c3cccs3)ccc2O[C@@H](C)CCCCO[C@@H]1CN(C)C(=O)CCC(F)(F)F
→ nt	2
C=C1C(=O)O[C@H]2[C@H]1[C@H](O)CC(=C)[C@@H]1CC(=O)C(C)[C@H]21 (some centres not stated)
→ 0	2
C[C@@H]1CN([C@@H](C)CO)C(=O)Cc2cc(NC(=O)c3ccncc3)ccc2O[C@H]1CN(C)C(=O)NC1CCCCC1
→ nt	1
CC(C)Cn1c(=O)n(C)c(=O)c2[nH]cnc21
→ -1	nt
Cc1cc(C)nc(SCC(=O)Nc2cc([N+](=O)[O-])ccc2C)n1
→ 2	5
NC(=O)C1CCN(CCC(=O)Nc2ccc(F)cc2)CC1
→ 3	-6
C[C@@H]1CN([C@H](C)CO)C(=O)CCCn2cc(nn2)CO[C@H]1CN(C)C(=O)Nc1ccccc1C(F)(F)F
→ 4	5
COc1ccc(S(=O)(=O)Nc2ccc3c(c2)CC(=O)N([C@H](C)CO)C[C@@H](C)[C@H](CN(C)Cc2ccncc2)O3)cc1
→ -2	nt
C[C@H](CCC(=O)O)[C@H]1CCC2[C@@H]3CC[C@@H]4C[C@H](O)CC[C@]4(C)C3C=C[C@@]21C (some centres not stated)
→ -12	-5
Cc1ccc(N(C(C)C(=O)Nc2c(C)cc(C)cc2C)S(C)(=O)=O)cc1 (configuration not stated)
→ 0	7
C/C1=C/C[C@H](O)/C(C)=C\[C@H]2OC(=O)[C@@H](C)[C@@H]2CC1
→ -2	-3
Cc1noc(C)c1NC(=O)Nc1cccc2c1O[C@H](CN(C)CC1CC1)[C@H](C)CN([C@@H](C)CO)C2=O
→ nt	-4
C[C@@H]1CCCCO[C@H](CN(C)S(=O)(=O)c2cn(C)cn2)[C@@H](C)CN([C@H](C)CO)C(=O)c2cc(NC(=O)C3CCCCC3)ccc2O1
→ -1	nt
C[C@H](CO)N1C[C@H](C)[C@@H](CN(C)C(=O)c2ccccc2F)Oc2ncc(C#Cc3cccc(F)c3)cc2C1=O
→ nt	3
O=C1c2ccccc2C2CC(c3cc(Cl)ccc3Cl)=NN12 (configuration not stated)
→ nt	79*
CN(C)CCCN1C(=O)C(=O)C(C(=O)c2cccs2)C1c1ccco1 (configuration not stated)
→ nt	-4
C[C@@H]1CN([C@H](C)CO)C(=O)Cc2cc(NC(=O)Nc3ccc(F)cc3)ccc2O[C@H]1CN(C)S(=O)(=O)c1cn(C)cn1
→ -1	nt
Cc1ccc(S(=O)(=O)N(C)C[C@@H]2Oc3ccc(N(C)C)cc3C(=O)N([C@H](C)CO)C[C@H]2C)cc1
→ -1	-9
Cc1c(Cl)cccc1NC(=O)Nc1cccc(Cn2cccn2)c1
→ 0	5
C[C@H]1CN([C@@H](C)CO)C(=O)CCCn2nncc2CO[C@@H]1CN(C)S(=O)(=O)c1cccs1
→ 3	nt
Cc1noc(C)c1NC(=O)Nc1ccc2c(c1)C(=O)N([C@@H](C)CO)C[C@H](C)[C@H](CN(C)S(=O)(=O)c1cn(C)cn1)OCCCC[C@@H](C)O2
→ nt	7
COc1cccc(-c2ccc3c(c2)O[C@H](CN(C)Cc2ccncc2)[C@H](C)CN([C@H](C)CO)S3(=O)=O)c1
→ nt	-11
C[C@@H]1CN([C@H](C)CO)C(=O)c2cc(C3=CCCC3)cnc2O[C@H]1CN(C)C(=O)Cc1ccncc1
→ nt	2
OCc1nc2ccccc2n1CC(O)Cn1ccc2ccccc21 (configuration not stated)
→ -2	-15
Cc1cc(C)n(C(=O)CN(C)S(=O)(=O)c2ccc([N+](=O)[O-])cc2)n1
→ 1	-15
O=C(CC1Sc2ncnn2C1=O)Nc1ccccc1 (configuration not stated)
→ -1	4
C[C@@H]1CN([C@@H](C)CO)C(=O)CCCn2nncc2CO[C@@H]1CN(C)S(=O)(=O)c1ccc(-c2ccccc2)cc1
→ 4	nt
Cc1noc(C)c1NC(=O)Nc1cccc2c1O[C@H](CN(C)Cc1ccc3c(c1)OCO3)[C@@H](C)CN([C@H](C)CO)C2=O
→ nt	-5
C[C@@H]1CN([C@@H](C)CO)C(=O)CCCn2cc(nn2)CO[C@@H]1CN(C)C(=O)Nc1ccccc1F
→ ?	2
O=c1c(-c2ccc(O)cc2)coc2cc(OC3OC(CO)C(O)C(O)C3O)cc(O)c12 (configuration not stated)
→ 2	90*
N#Cc1c(-c2ccccc2)cc(-c2ccccc2)nc1SCC(=O)O
→ -9	4
COCCOC(=O)N1C(=O)[C@@]2(c3cc(C#CCCO)ccc31)[C@H](C(=O)N1CCc3cc(OC)c(OC)cc3C1)[C@H]1C(=O)O[C@H](c3ccccc3)[C@H](c3ccccc3)N1[C@@H]2c1ccccc1OCCO
→ 9	nt
Brc1cccc(Nc2ncnc3cc4nc[nH]c4cc23)c1
→ 6	-7
O=C1NC(=O)C(C(CC(=O)c2ccccc2)c2ccccc2Br)C(=O)N1 (configuration not stated)
→ nt	6
C[C@H](CO)N1C[C@H](C)[C@@H](CN(C)C(=O)CCCN(C)C)OCc2cnnn2CCCC1=O
→ -3	nt
Cc1noc(C)c1NC(=O)N(C)C[C@H]1Oc2c(NC(=O)c3ccc(-c4nccs4)cc3)cccc2C(=O)N([C@H](C)CO)C[C@H]1C
→ nt	-2
C[C@H]1CN([C@@H](C)CO)C(=O)c2cc(C#Cc3ccccc3F)cnc2O[C@@H]1CN(C)S(=O)(=O)c1ccccc1F
→ nt	2
CNC[C@@H]1Oc2ccc(NS(=O)(=O)c3ccc(Cl)cc3)cc2C(=O)N([C@@H](C)CO)C[C@H]1C
→ -1	nt
CN(CC(=O)Nc1ccc(C#N)cc1)S(=O)(=O)c1ccc(Cl)cc1
→ 4	1
C[C@@H]1CN([C@H](C)CO)C(=O)c2cc(N(C)C)ccc2O[C@@H](C)CCCCO[C@@H]1CN(C)C
→ nt	17
C[C@H](CO)N1C[C@H](C)[C@@H](CN(C)Cc2ccncc2)Oc2c(NC(=O)Nc3ccccc3)cccc2C1=O
→ 1	nt
C[C@H]1CN([C@@H](C)CO)C(=O)Cc2cc(NC(=O)Nc3ccccc3)ccc2O[C@@H]1CN(C)S(=O)(=O)c1ccc(Cl)cc1
→ 1	nt
Cc1ccc(S(=O)(=O)N(C)C[C@H]2Oc3ccc(NC(=O)Cn4cnnn4)cc3CC(=O)N([C@@H](C)CO)C[C@H]2C)cc1
→ -3	nt
COc1ccc(-c2cc(C(F)(F)F)nc(SCC(=O)N3CC4(C)CC3CC(C)(C)C4)n2)cc1 (configuration not stated)
→ nt	-3
COc1ccc(NC(=O)N(C)C[C@H]2OCc3ccccc3-c3ccccc3C(=O)N([C@H](C)CO)C[C@@H]2C)c(OC)c1
→ nt	-5
N#Cc1ccccc1CSc1nc2ccc(NC(=O)c3ccc(F)cc3)cc2s1
→ 3	3
